# Screening results as filed in PubChem.
# CYP2C19 inh: human CYP2C19 inhibition. P33261. CYP2C19 Supersomes, luciferin-H EGE luminescence, 30 min. inhibition, % at 5 µM. hit rate 21% among 96,000. AID 778;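 active means CYP2C19 inhibition above a set limit at 5 µM in the primary screen, cut at about 50% in these data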;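 further: plate controls were negative control wells for no effect and 2.5 mM tranylcypromine positive control for full effect; values of inactives mirror those of a sister screen read the other way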
# EphB4 antag: EphB4-ephrin-B2 interaction antagonism; P54760; EphB4 LBD / TNYL-RAW-Alexa532 peptide, fluorescence polarization; inhibition, % at 7 µM; hit rate 0.15% among 97,000; AID 720;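 active means inhibition above the screen-wide mean inhibition plus 3 SD, cut at about 15% in these data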;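 further: 0% = DMSO wells and 100% = excess unlabeled TNYL-RAW peptide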
# PLAP act: activators of human placental alkaline phosphatase; activation fold at 20 µM; purified PLAP enzyme, luminescent substrate read-out; stronger effect = higher value; hit rate 1.2% among 96,000; P05187; in the data active means activation fold above about 2
# CYP2C19 act: activators of human cytochrome P450 2C19; P33261; recombinant CYP2C19, luciferin-H EGE luminescence; stronger effect = higher value; 0 = fully inhibited enzyme, 1 = untreated enzyme; activation factor at 5 µM; 96,000 tested, under 10 active;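 active means activation factor of at least 2 at 5 µM in the primary screen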;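 further: 0 = wells with 2.5 mM tranylcypromine and 1 = vehicle-only wells; values of inactives mirror those of a sister screen read the other way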
# Ecoli WT expand: E. coli BW25113 growth inhibition, expanded screen; OD600 absorbance; hit rate 0.15% among 98,000; growth inhibition, % at 100 µM;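 active means growth inhibition above about 50% at one test dose, limit read from the data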;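 further: growth measured after 20 h incubation at 37 °C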
# PostGolgi yeast: growth inhibition of a yeast mutant, post-Golgi transport screen; inhibition, % at 10 µM; post-Golgi transport phenotypic cell assay; hit rate 0.9% among 98,000; in the data active means inhibition above about 30%;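 further: yeast cells grown in 1536-well plates; yeast grown about 18 h at 30C before absorbance read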
# Pyk2 oligo antag: blocks oligomerization of human Pyk2 in cells. z-score (the deposit names both 25 µM and 10 µM). hit rate 0.83% among 99,000. Q293 cells, Pyk2 FERM NanoBiT luminescence; stronger effect = lower value. Q14289;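 active means Z-score of -3 or lower, scaled per plate to the spread of control and sample wells; inactive means z-score above -3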;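 further: negative z-score means lost luminescence so less FERM oligomerization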
# Target sequence (Q14289 whole entry, looked up): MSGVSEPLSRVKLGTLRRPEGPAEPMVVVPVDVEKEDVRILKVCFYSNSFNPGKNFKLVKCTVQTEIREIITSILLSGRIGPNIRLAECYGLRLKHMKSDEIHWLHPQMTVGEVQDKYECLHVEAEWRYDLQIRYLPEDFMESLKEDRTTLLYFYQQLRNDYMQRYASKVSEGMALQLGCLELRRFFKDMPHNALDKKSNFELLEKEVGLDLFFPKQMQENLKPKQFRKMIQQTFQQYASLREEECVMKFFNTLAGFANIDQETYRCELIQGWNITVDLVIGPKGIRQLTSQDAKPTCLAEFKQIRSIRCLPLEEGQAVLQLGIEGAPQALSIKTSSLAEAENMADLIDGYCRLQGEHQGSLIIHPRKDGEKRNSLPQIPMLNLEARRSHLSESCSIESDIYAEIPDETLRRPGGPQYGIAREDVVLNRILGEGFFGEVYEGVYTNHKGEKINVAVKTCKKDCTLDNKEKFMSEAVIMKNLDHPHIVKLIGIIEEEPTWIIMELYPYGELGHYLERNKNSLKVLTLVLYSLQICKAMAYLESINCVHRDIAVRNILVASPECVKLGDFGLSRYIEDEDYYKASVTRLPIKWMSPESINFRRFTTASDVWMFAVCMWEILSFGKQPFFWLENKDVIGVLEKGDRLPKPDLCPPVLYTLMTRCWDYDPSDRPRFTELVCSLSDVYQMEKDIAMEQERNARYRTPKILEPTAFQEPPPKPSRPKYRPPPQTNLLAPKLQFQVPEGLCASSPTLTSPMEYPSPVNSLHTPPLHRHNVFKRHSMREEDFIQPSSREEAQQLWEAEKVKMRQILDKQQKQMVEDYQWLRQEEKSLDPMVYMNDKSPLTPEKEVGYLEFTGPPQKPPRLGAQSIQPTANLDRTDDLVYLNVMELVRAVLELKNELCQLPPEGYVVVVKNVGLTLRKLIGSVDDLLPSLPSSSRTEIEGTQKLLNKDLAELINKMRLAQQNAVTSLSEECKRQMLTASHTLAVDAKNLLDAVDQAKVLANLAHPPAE
# CYP2C9 activ: activators of human CYP2C9. P11712. activation factor at 5 µM. AID 1024. hit rate 1.4% among 96,000. recombinant CYP2C9, luciferin-H conversion, luminescence; stronger effect = higher value; factor 1 = untreated enzyme, 0 = blocked;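 active means activation factor of 2 or more for CYP2C9 at a 5 µM dose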;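 further: 0 = sulfaphenazole-blocked wells and 1 = vehicle-only wells; values of inactives mirror those of a sister screen read the other way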
# CYP2C9 inhib: human CYP2C9 inhibition. P11712. CYP2C9 Supersomes, luciferin-H conversion, luminescence. inhibition, % at 5 µM. hit rate 20% among 96,000;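 active means blocking of liver enzyme CYP2C9 beyond about 50% at 5 µM, limit read from the data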; further: values of inactives mirror those of a sister screen read the other way
# * = called active by the depositor; . = not tested or not shown.
# The line under a structure holds: CYP2C19 inh	EphB4 antag	PLAP act	CYP2C19 act	Ecoli WT expand	PostGolgi yeast	Pyk2 oligo antag	CYP2C9 activ	CYP2C9 inhib
- COc1cccc(-c2nc(CC(=O)O)cs2)c1OC
  -9	3	1.1	1.1	0	4	1.2	1.1	-11
- COc1ccc(C(=O)c2ccc(Cl)cc2)cc1
  17	1	1.2	0.8	4	0	0.4	0.5	46
- CCSc1nc2ccccc2n1CC(N)=O
  .	-5	.	.	-11	-5	-0.52	.	.
- CCCCN(C)C(=O)C1CCN(Cc2ccccn2)CC1
  -6	-4	1.2	1.1	0	-7	0.55	0.8	20
- CC(C)(C)NCc1cccn1-c1sc2c(c1C#N)CCCC2
  23	0	1.1	0.8	-3	5	0.3	1	-2
- Cn1nnc(NC(=O)CSc2ccc(Cl)cc2)n1
  .	-9	.	.	4	5	0.1	.	.
- CC(=O)Nc1ccc(S(=O)(=O)NNC(=O)c2ccc(C)cc2)cc1
  53*	8	1	0.5	6	-1	0.02	0.6	41
- N#CC1(c2ccccc2)CCCN1C(=O)c1ccccc1Cl (stereo not drawn)
  -5	-1	0.8	1.1	5	-1	1.2	1	0
- O=C(O)c1ccc(NS(=O)(=O)/C=C/c2ccccc2)cc1
  6	1	1	0.9	0	8	0.88	0.9	5
- Cc1nc2ccc(S(=O)(=O)NC(CC(C)C)C(=O)O)cc2s1 (stereo not drawn)
  13	-1	0.9	0.9	1	3	1.3	0.9	9
- CC(C)c1ccc(NC(=O)C(c2ccc3c(c2)OCO3)N2CCC3(CC2)OCCO3)cc1 (stereo not drawn)
  6	.	1.7	0.9	-11	-2	-2	0.9	8
- O=C(c1cccs1)N1CCN(C/C=C/c2ccccc2)CC1
  60*	3	1.7	0.4	16	-6	-0.41	0.5	52*
- O=S1(=O)CCN2C(c3ccco3)=CSC2=N1
  -4	5	0.9	1	-2	-6	-1.4	1	1
- COc1ccc(Cn2nnnc2CN2CCc3ccccc32)cc1
  99*	-5	1.5	0	-11	2	0.35	0.1	92*
- Clc1ccccc1CSc1nnc(-c2ccncc2)o1
  95*	3	1	0.1	6	18	0.34	0.1	90*
- O=C(NC1CCCCC1)C(c1ccccc1)N(Cc1ccco1)C(=O)Cn1cnc2ccccc21 (stereo not drawn)
  .	-8	.	.	0	1	0.32	.	.
- COc1cc(NC(=O)CSc2nc(C)cs2)cc(OC)c1
  96*	-4	1	0	5	-10	0.41	0.5	52*
- COc1ccc(CCNC(=O)c2cccnc2)cc1OC
  45	-3	0.8	0.6	-2	-4	1.1	1.1	-13
- CC1=NNC(=O)/C1=C\c1cn(-c2ccccc2)nc1-c1ccc(Cl)cc1
  3	-6	1.1	1	-4	109*	-2.4	0.8	22
- CCOC(=O)c1c(-c2cccs2)csc1NC(=O)CN1CCOCC1
  45	.	0.8	0.5	-12	-1	-2	0.3	73*
- COc1ccc2c(c1)CCc1c(C(=O)Nc3ccc(OC)c(OC)c3)noc1-2
  22	9	1.1	0.8	-13	-7	0.65	1.1	-7
- C=CCSc1nnc(NC(=O)c2nc(SCC)ncc2Cl)s1
  -2	3	1	1	4	7	0.2	0.7	34
- N#C/C(=N\Nc1ccccc1Cl)C(=O)c1ccccc1
  30	2	1	0.7	-3	-3	-1.2	0.8	22
- O=c1[nH]nc(Cc2ccc(-c3cccc(Cl)c3)o2)c2ccccc12
  -15	-9	1.1	1.2	-7	21	-0.64	1.2	-17
- Cc1ccc(-c2nnc(N(C)C(=O)c3cccnc3)s2)cc1
  67*	13	1.3	0.3	4	-1	-0.3	0.1	86*
- CCn1c(SCC(=O)Nc2sc(C)c(C)c2C#N)nnc1C(C)C
  98*	-2	1.4	0	5	-1	0.82	0.1	91*
- COc1ccc2c(C)cc(SCC#N)nc2c1
  46	-2	1	0.5	2	10	1.4	1.6	-57
- O=C(CN1CCCCCC1)Nc1ccc(F)c(F)c1F
  72*	4	1.3	0.3	11	0	0.34	0.9	8
- Cc1cc(C)c(S(C)(=O)=O)c(Oc2ccccc2C)n1
  22	-2	1	0.8	-7	4	-0.13	0.9	8
- COc1ccccc1NC=C1C(=O)OC2(CCCCC2)OC1=O
  20	0	0.9	0.8	-1	-7	-0.25	2.8*	-177
- COc1ccccc1-c1cc(C(F)(F)F)nc(S(C)(=O)=O)n1
  -11	-3	0.9	1.1	-7	46*	-0.23	1.1	-9
- O=C(OCC(=O)c1cccs1)c1ccc(NC(=O)c2ccco2)cc1
  21	.	1.1	0.8	-10	12	-0.09	0.9	12
- Cc1ccccc1NC(=S)NC(NC(=O)N(C)C)C(Cl)(Cl)Cl (stereo not drawn)
  33	4	1	0.7	-9	-3	0.06	0.5	46
- CCOC(=O)CCc1c(C)nc(SCCN2CCCC2)c(C#N)c1C
  30	0	1.5	0.7	-2	-2	0.89	0.6	36
- O=C(C/C=N/OCc1ccccc1F)c1cnc(-c2ccc(Cl)cc2)s1
  96*	-8	1.1	0	-3	12	-0.15	0.5	49
- CCCN1C(=S)SC(C)(C)C1/[N+]([O-])=C/c1cccnc1 (stereo not drawn)
  -4	-5	1.2	1	-7	-16	0.7	1.2	-23
- CN(C)c1ccc(C(=S)N2CCCCCC2)cc1
  53*	3	0.8	0.5	5	1	2	0.8	20
- CC(C)C(=O)Nc1nnc(SCC(=O)NCc2cccs2)s1
  3	-4	1.2	1	5	7	0.76	1	-2
- O=C(c1ccccc1)N1CC(COc2ccccc2)OC(c2cccnc2)O1 (stereo not drawn)
  45	3	1.4	0.5	-3	48*	-0.66	0.8	23
- CCOC(=O)/C(C#N)=C\c1ccc(N2CCN(C)CC2)cc1
  4	7	0.9	1	2	0	-0.8	0.7	28
- CC(C)CCNC(=O)NC(=O)COc1ccccc1C#N
  75*	-8	0.8	0.3	6	-4	-0.05	0.5	48
- Cc1noc(C)c1C(=O)N(CC(=O)NC1CCCC1)Cc1ccccc1F
  -8	-2	1	1.1	5	3	1.5	0.7	26
- Cc1cccc(N2CCN(C(=O)CS(=O)(=O)Cc3nc(-c4ccccc4F)oc3C)CC2C)c1 (stereo not drawn)
  56*	.	1.5	0.4	-3	-7	.	0.1	87*
- CCOc1ccc2[nH]c(O)c(NC(C)=O)c2c1
  -12	-2	1.1	1.1	-6	3	0.02	1.1	-7
- O=C(O)CSCC(=O)c1ccccc1
  -1	6	1.1	1	0	-8	1.2	0.9	9
- CCOC(=O)c1oc2ccc(S(=O)(=O)n3nc(-c4ccccc4)cc3N)cc2c1C
  31	7	1.2	0.7	-10	3	.	0	98*
- Cn1c2ccccc2c2c(C(=O)NCC3CCCO3)cn(C3CCCC3)c(=O)c21 (stereo not drawn)
  30	-1	1.5	0.7	0	-5	0.48	0.6	40
- O=C1CN=C(Nc2cccc(C(F)(F)F)c2)N1C1CCCC1
  72*	-2	1	0.3	7	11	0.36	0.2	82*
- CCOC(=O)C1CCCN(S(=O)(=O)c2cc(Br)cc3c2N(C(=O)C2CC2)CC3)C1 (stereo not drawn)
  38	.	1.5	0.6	-4	22	-0.77	2.9*	-193
- CC(=O)Nc1ccc(C(=O)c2ccccc2)cc1
  27	.	1	0.7	4	10	0.14	1	0
- COC(=O)c1c(N)n(-c2ccc(N3CCOCC3)cc2)c2nc3ccccc3nc12
  28	.	0.9	0.7	.	.	.	0.7	28
- CCn1c(-c2csc(-c3ccc(Cl)cc3)n2)n[nH]c1=S
  29	8	1.5	0.7	2	11	0.19	0.9	8
- O=C1COc2ccc(C(=O)NCc3ccc4c(c3)OCO4)cc2N1
  43	-6	0.7	0.6	10	-6	0.43	0.7	25
- COC(=O)c1ccc(C)c(NS(=O)(=O)c2ccc(NC(C)=O)cc2)c1
  76*	-3	1.1	0.2	0	9	2.5	0	96*
- O=C(Nc1nnc(C2CC2)s1)C1Cc2ccccc2CN1S(=O)(=O)c1ccccc1F (stereo not drawn)
  55*	-5	1	0.5	-6	3	-3.7*	1	4
- c1ccc(Cn2nnnc2C(c2cccs2)N2CCCCCC2)cc1 (stereo not drawn)
  .	1	.	.	-24	5	-1	.	.
- O=C(Nc1nccs1)C(=O)c1c[nH]c2ccccc12
  63*	7	1.3	0.4	-3	-1	-2.1	0.8	18
- CC(/C=N/NC(=O)c1ccncc1)=C\c1ccccc1
  81*	0	1	0.2	2	-2	0.76	0.2	79*
- CCOC(=O)C1=C(c2ccccc2)NC(=O)NC1c1ccc(N(C)C)cc1 (stereo not drawn)
  80*	.	1.1	0.2	.	.	-1.5	0.9	9
- CC(=O)NC(C)C(=O)OCc1ccc(Cl)cc1Cl (stereo not drawn)
  59*	2	1.2	0.4	-11	-6	-0.19	2.7*	-168

# CYP2C9 activ, hit marks shown above
compound	CYP2C19 inh	EphB4 antag	PLAP act	CYP2C19 act	Pyk2 oligo antag	CYP2C9 activ	CYP2C9 inhib
COc1ccccc1NC=C1C(=O)OC2(CCCCC2)OC1=O	20	0	0.9	0.8	-0.25	2.8*	-177
CCOC(=O)C1CCCN(S(=O)(=O)c2cc(Br)cc3c2N(C(=O)C2CC2)CC3)C1 (stereo not drawn)	38	.	1.5	0.6	-0.77	2.9*	-193
CC(=O)NC(C)C(=O)OCc1ccc(Cl)cc1Cl (stereo not drawn)	59*	2	1.2	0.4	-0.19	2.7*	-168

# Next section:
# The line under a structure holds: CYP2C19 inh	EphB4 antag	PLAP act	CYP2C19 act	Ecoli WT expand	PostGolgi yeast	Pyk2 oligo antag	CYP2C9 activ	CYP2C9 inhib
- O=C(CSc1nnc(Cc2cccs2)n1Cc1ccco1)Nc1cccc(Cl)c1
  38	4	0.9	0.6	-4	10	0.12	0.9	14
- Cc1ccc(C2C3=C(CC(C)(C)CC3=O)Nc3onc(C)c32)cc1 (stereo not drawn)
  99*	4	1.1	0	-6	-12	-1.6	0.4	56*
- CCN1C(=O)C(O)(CC(=O)c2cc(C)ccc2C)c2ccccc21 (stereo not drawn)
  44	-7	1.1	0.6	0	15	0.61	1	-2
- O=C(Nc1ccon1)c1cc2c(s1)CCCCCC2
  55*	2	0.9	0.5	-2	19	-1.3	0.3	69*
- O=C(CNC(=O)c1ccc([N+](=O)[O-])cc1)N/N=C\c1ccc(OC(=O)c2ccccc2)cc1
  -6	2	1.2	1.1	-4	-16	0.56	0.8	17
- COc1ccccc1S(=O)(=O)Nc1cccc(-c2nnc3n2CCCCC3)c1
  8	6	1.2	0.9	4	-4	1.4	0.9	12
- O=C(NCc1ccc2c(c1)OCO2)c1c(O)c2cccc3c2n(c1=O)CCC3
  22	-2	1.3	0.8	1	5	1.1	0.3	72*
- CC1=C(C(=O)OCc2ccccc2)C(c2cccnc2)n2nnnc2N1 (stereo not drawn)
  49	-2	1.1	0.5	2	-8	1.1	0.9	14

# As entered above.
# COc1ccccc1-c1cc(C(F)(F)F)nc(S(C)(=O)=O)n1 in CYP2C9 inhib → -9
# O=C(CNC(=O)c1ccc([N+](=O)[O-])cc1)N/N=C\c1ccc(OC(=O)c2ccccc2)cc1 in PLAP act → 1.2
# O=C(Nc1nnc(C2CC2)s1)C1Cc2ccccc2CN1S(=O)(=O)c1ccccc1F (stereo not drawn) in CYP2C9 inhib → 4
# CC(/C=N/NC(=O)c1ccncc1)=C\c1ccccc1 in CYP2C19 act → 0.2
# COc1cccc(-c2nc(CC(=O)O)cs2)c1OC in CYP2C19 act → 1.1
# c1ccc(Cn2nnnc2C(c2cccs2)N2CCCCCC2)cc1 (stereo not drawn) in Pyk2 oligo antag → -1
# Clc1ccccc1CSc1nnc(-c2ccncc2)o1 in Pyk2 oligo antag → 0.34
